# NCI-60 one-dose screen, 48 h, at 10 µM unless noted. Numbers give growth in % (100 = growth as untreated, 0 = no growth, -100 = all killed).
# HOP-62: HOP-62 NSCLC. 80,000 tested, 3.9% active. AID 1794735
# RPMI-8226: RPMI-8226 leukemia cells; 77,000 tested, 7.5% active
# A549/ATCC: A549/ATCC NSCLC; 81,000 tested, 3.7% active
# M14: M14 melanoma; 80,000 tested, 6.2% active; AID 1794745
# EKVX: EKVX NSCLC. 71,000 tested, 3% active
# UACC-62: UACC-62 melanoma | 81,000 tested, 5.4% active
# CCRF-CEM: CCRF-CEM leukemia. 77,000 tested, 7% active. AID 1794778
# HOP-92: HOP-92 NSCLC cells. 71,000 tested, 6.3% active. AID 1794738
# The depositor's hits bear a star; . = no result given; & = joins results of further samples. How the source made its calls: active means growth percent below 10; inactive means the rest.
# Values run as follows: HOP-62	RPMI-8226	A549/ATCC	M14	EKVX	UACC-62	CCRF-CEM	HOP-92
COc1ccc(C2C3=C(COC3=O)N(CCO)c3cc4c(cc32)OCCO4)cc1OC (configuration not stated)
→ 46	29	51	14	56	18	21	41
CCOC(=O)C1=C(CSC(=S)NC2CCCCC2)N(C)C(=O)NC1c1ccc2c(c1)OCO2 (configuration not stated)
→ 102	109	101	98	89	92	106	78
COc1ccc(OC)c(C2C3=C(CC(C)(C)CC3=O)N(c3ccc(Cl)c(Cl)c3)C3=C2C(=O)CC(C)(C)C3)c1
→ 100	91	103	102	.	100	100	100
O=c1c(Cc2ccc(F)cc2)cc(-c2ccccc2)nn1Cc1ccccc1
→ 85	55	63	79	31	54	77	70
CC(C)Sc1nc(Oc2ccc(/C=C3/SC(=O)NC3=O)cc2)c(C#N)c(-c2ccc(F)cc2)n1
→ 97	66	68	103	82	67	76	17
Cc1ccc(O)cn1
→ 107	104	109	108	94	115	100	119
CC1(C)C(=O)C=C(N2CCCCC2)c2ccccc21
→ 90	101	92	88	84	87	101	100
O=c1oc(-c2ccc(Cl)cc2)nc2cc(Cl)ccc12
→ 104	90	96	86	102	92	87	77
c1ccc2nc3c4ccccc4c4ccccc4c3nc2c1
→ 88	105	103	91	95	89	103	76
COc1cccc(Nc2nc(NCCO)c3ccccc3n2)c1
→ 93	14	68	78	.	67	22	.
CCOC(=O)c1ccc2c(c1)c1c(C)c3cnccc3c(C)c1n2C
→ -47*	-30*	-12*	-88*	-13*	-77*	-2.6*	-24*
O=[N+]([O-])c1ccc(O)c(C2CCCCC2)c1
→ 98	53	73	87	107	48	79	16
COc1ccc(-c2nc(Nc3cc(C)[nH]n3)c3ccccc3n2)cc1
→ 43	51	24	60	.	53	49	3.2*
Clc1ccc(Nc2ccnc3cc(Cl)ccc23)cc1
→ 99	62	94	101	77	99	83	89
O=C(c1cccc(F)c1)n1ccc2cc(NC(=S)Nc3cccnc3)ccc21
→ 106	99	99	.	105	87	83	123
CC(=O)OC(C)CN(CC(C)OC(C)=O)C(=O)C(C)OC(C)=O (configuration not stated)
→ 102	102	115	104	103	93	75	84
Fc1ccccc1-c1nc(C(Cl)Cl)nc2cc(-c3ccccc3)nn12
→ 62	74	22	101	66	85	101	62
CSC1=NCCCN1
→ 107	102	93	97	.	102	98	.
Cc1nc2sc(C(=O)Nc3ccc(Cl)cc3)c(N)c2c(C)c1Br
→ 75	101	96	96	71	88	108	93
O=C(C[n+]1cccc2c3ccccc3ccc21)c1ccc(Cl)cc1
→ 72	33	57	61	55	64	59	13
COc1ccc2nc(NC(=O)c3cc(-c4ccc(OC)c(OC)c4)n4nc(-c5ccccc5)cc4n3)sc2c1
→ 76	107	97	126	123	106	103	.
CC(=O)/C(=C/n1c(=S)sc2ccccc21)C(=O)Nc1ccccc1C
→ 92	88	99	100	96	87	98	85
O=c1cc(C2NNC(=S)N2)c2cc(Cl)ccc2o1 (configuration not stated)
→ 99	86	106	103	91	94	111	100
COC(=O)c1ccc2ccc3ccccc3c2c1
→ 86	98	97	94	.	92	95	97
C[C@]12CCc3nc(Nc4ccccc4)sc3C1=CC[C@@H]1[C@@H]2CC[C@]2(C)/C(=N/NC(N)=S)CC[C@@H]12
→ 68	-1.1*	43	73	78	43	19	85
Ic1ccc(SSc2ccc(I)cc2)cc1
→ 108	96	74	104	100	98	17	91
COc1ccc(C(=O)/C=C/c2cc(-c3cc4ccccc4o3)n(-c3ccccc3)n2)cc1OC
→ 96	95	101	98	99	95	92	86
CC(=O)Nc1nc(=O)n(CC(=O)c2cccs2)cc1F
→ 101	98	.	112	.	103	.	.
COc1ccc2oc(=O)cc(Cn3nnc(C(=O)O)c3C)c2c1
→ 103	92	87	97	101	88	84	93
Cc1ccc2[nH]c(=O)cc(N=[N+]=[N-])c2c1
→ 67	89	66	88	79	75	85	82
Cn1nc(N)c(S(=O)(=O)c2ccccc2)c1Nc1ccccc1
→ 109	77	95	112	104	95	82	95
Oc1ccc(-c2ncc(-c3cccnc3)o2)cc1
→ 107	.	89	93	89	102	80	124
C=CCn1c(SCC(=O)Nc2ccc(C(=O)/C=C/c3cc(OC)c(OC)c(OC)c3)cc2)nnc1-c1cc(-c2ccc(S(C)(=O)=O)cc2)nc2ccccc12
→ 111	-5.8*	99	89	91	76	35	112
COc1ccc(/C=C2\C=C(c3ccc(Cl)c(Cl)c3)NC2=O)cc1
→ 91	90	100	97	79	87	98	85
COc1ccc(C(=O)c2ccc(OC)cc2O)c(O)c1
→ 105	.	103	.	98	89	82	90
COC(=O)[C@]12CC[C@@H](C)[C@H](C)[C@@H]1C1=CC[C@@H]3[C@@]4(C)C(c5ncon5)=C[C@@](C)(CO)C4=CC[C@@]3(C)[C@]1(C)CC2
→ -9.0*	-32*	30	-58*	-77*	.	-52*	-50*
CCOC(=O)C1=Cc2c(-c3cc(Cl)ccc3O)nc(N)nc2C(C)(C)C1
→ 91	85	97	116	90	85	92	108
CC(C)C(=O)Nc1nc2c(s1)CCCc1ccn(S(=O)(=O)c3ccccc3)c1-2
→ 91	88	82	97	88	87	87	112
CC(=O)C(C(c1ccccc1)N1CCCc2ccccc21)N1CCOCC1 (configuration not stated)
→ 97&96	85	98&101	73&90	102&104	88&87	89	.
S=C(Cc1ccccc1)N1CCN(c2ccc(Cl)cc2)CC1
→ 103	69	89	91	84	87	.	109
COc1ccc(/C(C)=C(\c2ccc(OCCN3CCCCCC3)cc2)c2ccc(OC(=O)Cc3ccccc3)cc2)cc1
→ 102	96	90	95	99	101	81	97
C/C(O)=C(/C=N/C(=S)Nc1ccccc1)C(=O)Nc1ccccc1C
→ 99	103	97	100	97	79	91	93
COc1cc(CCCOC(=O)/C=C/c2ccc(O)cc2)cc(OC)c1O
→ 85	73	92	97	91	.	84	77
O=C(NCc1ccccc1Br)C1CSC2c3ccccc3C(=O)N12 (configuration not stated)
→ 93	92	94	94	107	87	98	86
O=C1/C(=C/c2ccc(OCCCc3ccccc3)cc2)N=C2SCCCN12
→ 98	78	82	104	85	.	96	92
CCCCCCCCCCCC(=O)NC(CCC(=O)O)C(=O)O (configuration not stated)
→ 95	104	94	105	95	93	97	91
ClC1c2ccccc2CCc2ccccc21
→ 90	92	93	99	94	99	99	83
COc1ccc(Cn2cc(C#N)c(N)c2C(=O)c2ccc(Br)cc2)cc1
→ 92	103	95	78	101	81	88	65
NS(=O)(=O)c1ccc(CCn2c(-c3ccc(O)cc3)nc(-c3ccccc3)c2-c2ccccc2)cc1
→ 103	105	106	99	104	96	106	113
CN(C)C(C)(CO)CO
→ 90	112	103	99	.	107	.	.
COc1cccc(/C=N\NC(=O)c2ccncc2)c1O
→ 51	.	73	34	79	41	11	55
NC(=O)c1c(NC(=O)c2ccc(F)cc2F)sc2c1CCC(=O)C2
→ 104	9.5*	106	.	74	23	18	66
CC(=O)Nc1nonc1-c1nc2ccccc2n1Cc1ccncc1
→ 102	99	100	104	.	101	100	92
O=C(O)CC(Br)Br
→ 100	108	98	99	.	102	.	.
CCOC(=O)c1ccc(NC(=O)c2nc(-c3cc(OC)c(OC)c(OC)c3)n(-c3ccc(Cl)cc3)n2)cc1
→ 98	82	89	98	94	78	90	72
CC(=O)Nc1ccc(C(C)(C)c2ccccc2)cc1
→ 87	100	98	95	84	94	91	.
COc1cc(NC(=O)c2cccc(-n3cc(-c4ccc(NC(C)=O)nc4)nn3)c2)cc(OC)c1OC
→ 105	90	101	75	111	80	71	86
COc1ccc(/C=N/N=C(N)N)cc1S(=O)(=O)O
→ 91	.	103	94	107	96	110	95
COc1ccc(C2N=C(SCC(=O)Nc3ccc(S(=O)(=O)Nc4cc(C)on4)cc3)NC(C)=C2C(C)=O)cc1 (configuration not stated)
→ 108	107	101	113	108	103	101	123
Oc1ccc(CSc2nnc(-c3ccc(Oc4ccccc4)cc3)n2-c2ccccc2)c2cccnc12
→ 15	7.8*	12	-4.3*	15	-25*	10	11

# Going on with the list.
Structure	HOP-62	RPMI-8226	A549/ATCC	M14	EKVX	UACC-62	CCRF-CEM	HOP-92
CC(=O)c1ccc(N/C=C2\C(=O)c3ccccc3OC2O)cc1 (configuration not stated)	93	71	110	.	96	91	101	68
Cc1cccc(OCC(O)CN2CCN(c3ccc(Cl)cc3)CC2)c1 (configuration not stated)	118	103	98	95	115	94	89	80
COc1ccc2c(=O)c(C)c(C(=O)N[C@@H](Cc3ccccc3)C(=O)C(N)=O)oc2c1	104	110	105	99	99	84	100	104
CCOC(=O)c1cc(-c2ccccc2)nc(N)n1	96	100	102	108	.	100	99	78
CCc1nc(N)nc(-c2nc(N)nc(CC)c2C)c1C	97	113	92	103	89	95	97	110
NC1=NC2(CCCC2)N=C(Nc2ccc(S(N)(=O)=O)cc2)N1	114	111	99	99	99	93	108	97
N#CC(c1ccccc1)(c1ccccc1)c1ccccc1	118	97	71	104	93	87	103	95
C#CCOC1CCCCC1O (configuration not stated)	87	100	96	91	109	90	99	106
CC1(c2ccccc2)OC1C(=O)O (configuration not stated)	107	108	105	95	107	.	101	119
CNC(=O)OCc1nc(SC2CCCCO2)n(C)c1COC(=O)NC (configuration not stated)	99	95	92	101	114	107	100	83
CCOC(=O)c1cc(C(=O)c2cc(OC)c(OC)c(OC)c2)n2c1ccc1ccccc12	22	11	34	11	52	32	8.4*	39
CC(N1CCN(C)CC1)C(O)(c1ccccc1)c1ccccc1 (configuration not stated)	100	103	94	101	100	102	96	93
C/C(=C1\SC(=O)NC1=O)c1ccc(N)cc1	93	102	95	95	100	100	100	94
N#C/C(=C/c1cc(I)cc(I)c1O)C(N)=O	96	104	107	100	.	106	96	.
COc1ccc(-c2nc3ncccn3c2-c2nnc(-c3ccc(F)cc3)o2)cc1	106	96	104	110	96	91	94	.
CCN(CC)CC(O)CNc1ccc(NCC2CO2)c2c1C(=O)c1ccccc1C2=O (configuration not stated)	-35*	-41*	7.3*	-63*	23	-74*	-30*	.
CC(C)OC(c1ccc2c(c1)OCO2)C(C)Br (configuration not stated)	107	107	99	113	101	101	112	108
O=C(Nc1nc(-c2ccccc2Cl)cs1)c1cc(-c2ccccc2)nc2ccc(Cl)cc12	85	21	100	4.1*	92	42	19	43
CC(C)(C)c1cc(CNCCNCc2cc(C(C)(C)C)cc(C(C)(C)C)c2O)c(O)c(C(C)(C)C)c1	102	105	102	109	104	106	114	112
COc1ccc(/C=C2\Oc3cc(O)ccc3C2=O)cc1OC	109	99	113	114	112	98	96	113
C/C(C=O)=C/c1ccccc1	.	107	101	109	94	104	109	92
CC1c2ccccc2N(S(=O)(=O)c2ccccc2)C1C (configuration not stated)	95	92	92	78	92	72	78	87
N=c1sc(Cc2ccc(F)cc2)cn1CC(=O)c1ccc(Br)cc1	104	89	88	87	94	61	90	113
O=C(CN1CCN(CCN2C(=O)c3cccc4cccc(c34)C2=O)CC1)Nc1nc2ccccc2s1	101	80	80	114	97	111	73	103
CC(C)(C)n1cc(-c2ccnc(NCCNS(=O)(=O)c3ccccc3)c2)c(-c2ccccc2)n1	100	60	80	90	75	77	78	.

# Part of the list above, field by field.
O=C(Nc1nc(-c2ccccc2Cl)cs1)c1cc(-c2ccccc2)nc2ccc(Cl)cc12
  HOP-62: 85; RPMI-8226: 21; A549/ATCC: 100; M14: 4.1*; EKVX: 92; UACC-62: 42; CCRF-CEM: 19; HOP-92: 43

CC(C)(C)c1cc(CNCCNCc2cc(C(C)(C)C)cc(C(C)(C)C)c2O)c(O)c(C(C)(C)C)c1
  HOP-62: 102; RPMI-8226: 105; A549/ATCC: 102; M14: 109; EKVX: 104; UACC-62: 106; CCRF-CEM: 114; HOP-92: 112

NC1=NC2(CCCC2)N=C(Nc2ccc(S(N)(=O)=O)cc2)N1
  HOP-62: 114; RPMI-8226: 111; A549/ATCC: 99; M14: 99; EKVX: 99; UACC-62: 93; CCRF-CEM: 108; HOP-92: 97

# Carrying on.
Structure	HOP-62	RPMI-8226	A549/ATCC	M14	EKVX	UACC-62	CCRF-CEM	HOP-92
CN1C(=O)/C(=C/c2cccs2)c2ccccc21	96	100	99	107	67	87	.	103
N/C(=N\c1nc2ccccc2s1)NC(=O)Nc1cccc(Cl)c1	37	42	40	10	50	26	.	52
CCOC(=O)C1OC1c1ccccc1 (configuration not stated)	.	113	102	98	98	101	109	99
CCCS(=O)(=O)c1nc(NC2CC2)cc(-c2ccc3c(ccn3C3CC(C)(C)NC(C)(C)C3)c2)n1	7.4*	-33*	-61*	-78*	23	-83*	-14*	88
O=[N+]([O-])c1ccccc1/C=C/C=N/N=C/c1ccccc1O	.	85	98	96	96	87	68	89
CC/C=C\C[C@H](F)C/C=C1/C(=O)C=C[C@@H]1C/C=C\CCCC(=O)O	111	-3.4*	68	32	75	28	-7.6*	109
O=C(/C(=C/c1ccc(O)cc1)c1ccccc1)c1ccccc1	.	92	82	98	92	102	84	93

# Source: PubChem BioAssay (NCI)
